# Source: PubChem BioAssay (National Center for Advancing Translational Sciences (NCATS))
# AID inh: Primary qHTS assay for inhibitors of Activation Induced Cytidine Deaminase (AID): AID signal; Single-stranded DNA cytosine deaminase (Homo sapiens), Q9GZX7; AID deamination FRET fluorescence, UDG-coupled, 4 h; Potency, µM (series often up to 115 µM), without a hit: at the top dose activity change, negative = inhibition, usual class: inhibitors; 91,000 compounds, 0.32% hits; also: nearly all actives have a fitted effect of over 25% in size
# Target sequence (Q9GZX7 whole entry, looked up): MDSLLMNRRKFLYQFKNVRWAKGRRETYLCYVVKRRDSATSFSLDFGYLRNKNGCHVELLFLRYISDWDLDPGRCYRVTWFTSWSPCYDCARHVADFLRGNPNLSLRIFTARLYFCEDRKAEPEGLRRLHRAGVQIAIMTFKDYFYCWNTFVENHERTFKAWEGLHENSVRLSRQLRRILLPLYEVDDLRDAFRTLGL
# UDG counterscr: Primary qHTS assay for inhibitors of Activation Induced Cytidine Deaminase (AID): UDG Counterscreen signal; FRET deamination/UDG coupled assay, UDG read, 4 h; Potency, µM (doses to about 115 µM), without a hit: top-dose activity change, negative = inhibition, hits mostly inhibitors; 91,000 compounds, 0.14% hits; AID 1347430, 2020; also: nearly all actives have a fitted effect of over 65% in size
# Starred values were filed as active, the others as inactive; ? = inconclusive; & = joins results of further samples; [ ] = remark or other dose. Calls follow the shape of the dose curve; as a rule, active = well fitted curve in the direction sought with a large enough effect; inconclusive = small, poorly fitted or top-dose-only effect, or another doubt; inactive = no such curve, though single readings can be large; an effect the other way counts as inactive or inconclusive. % is scaled to controls: 0 for no effect and ±100 for the full control effect; potency is read from the fitted curve at half-maximal effect.
cpd	Compound	AID inh	UDG counterscr
1	Cc1c(Cl)ccc2c(C(=O)O)cc(-c3ccccn3)nc12	-1%	-9%
2	O=C(N/N=C/CCc1ccccc1)c1cccs1	-4%	-2%
3	COc1cccc(C(=O)Nc2cc(-c3ccccc3)nn2-c2ccccc2)c1	-6%	-14%
4	Cc1nc(N2CCOCC2)c2c(C(=O)Nc3cccc(C(F)(F)F)c3)c(C)oc2n1	-3%	9%
5	NC(=O)C1(N2CCCCC2)CCN(C(=O)Nc2ccc(Cl)c(Cl)c2)CC1	8%	-6%
6	CC(NC(=O)CCn1c(=O)c2cccn2c2ccc(F)cc21)c1ccccc1 (centres undefined)	1%	-1%[57.5 µM]
7	CC(C)OCCCN1C(=O)c2[nH]nc(-c3ccccc3O)c2C1c1ccccc1F (centres undefined)	?	5%
8	CC(=O)c1cccc(OCc2coc(-c3ccc(Cl)cc3)n2)c1	-6%	-4%
9	Cc1cc(C)cc(-c2nc3cc(NC(=O)c4ccc5c(c4)OCO5)ccc3o2)c1	-6%	8%
10	Cc1cc(C)cc(NC(=O)N2CCC(CN3CCOCC3)CC2)c1	2%	-7%
11	COc1cc(/C=C/C(=O)c2ccc(C(=O)O)s2)cc(OC)c1O	-7%	-26%
12	O=c1c2ccsc2ncn1Cc1coc(-c2cccc(F)c2)n1	5%	-5%
13	CCc1ccc(NC(=O)c2cc(=O)c3cc(CC)ccc3o2)cc1	2%	4%
14	Cc1ccccc1-c1noc(CSc2nnc(-c3ccncc3)n2-c2ccc(F)cc2)n1	-16%	?
15	CCCCNC(=S)N(C)/N=C/c1ccc(N(CC)CC)cc1	-10%	1%

# Next structures follow.
cpd	Compound	AID inh	UDG counterscr
16	CC/C(=N\NC(N)=O)C1CC(C(C)C)CC=C1C (centres undefined)	-3%	-9%
17	CCCNc1nc(-c2cc(C)n(NC(=O)c3nn(C)c(=O)c4ccccc34)c2C)cs1	147%[activator]	66%[activator]
18	COc1cc(OC)c(NC2CCOC2=O)cc1Cl (centres undefined)	3%	11%
19	Cc1cccc(Cn2c(=O)n3nc(-c4ccccc4)nc3c3ccccc32)c1	79µM*	-20%
20	C/C=C/C=C/C(=O)NC(C)c1ccc(SC)cc1 (centres undefined)	-8%	-3%
21	Nc1c(C(=O)Nc2ccc(C(F)(F)F)cc2)sc2nc(-c3cccs3)ccc12	13%	0%
22	O=C(Nc1ccc(S(=O)(=O)N2CCC(c3nc4ccccc4s3)CC2)cc1)c1ccc(F)cc1	-13%	19%
23	COc1ccc(OCC(=O)Nc2cc(-c3nc4ccccc4o3)ccc2Cl)cc1	25%	-4%
24	Cc1ccc(NC(=O)c2cccc(NC(=O)N3CCSc4ncccc43)c2)cc1Cl	2%	?
25	CCc1nn(CCCC(=O)NCc2cc(Br)ccc2OC)c(=O)c2cc3occc3n12	?	-17%
26	COCCN(CCCO)Cc1ccco1	18%	3%
27	CC(C)(C)C1CCc2c(sc3nnn(CCOc4ccccc4)c(=O)c23)C1 (centres undefined)	-15%	-19%
28	Cc1cc2c(cc1S(=O)(=O)NCc1ccc(F)cc1)OCC(=O)N2	-9%	-1%
29	COc1ccc(-c2nc(CSc3nncn4c3cc3oc(C)cc34)c(C)o2)cc1	34%[activator]	2%
30	O=C(O)c1ccc(CNCc2cccc(Br)c2)cc1	0%	-7%

# One compound at a time, from the list above.
# Results for COc1ccc(-c2nc(CSc3nncn4c3cc3oc(C)cc34)c(C)o2)cc1 = AID inh: 34%[activator]; UDG counterscr: 2%
# Results for Cc1ccc(NC(=O)c2cccc(NC(=O)N3CCSc4ncccc43)c2)cc1Cl = AID inh: 2%; UDG counterscr: ?

# Other entries follow:
cpd	Compound	AID inh	UDG counterscr
31	Cc1ccc(OCCCC(=O)Nc2sc3c(c2C(N)=O)CCCC3)cc1	20%	?
32	COc1ccc(CCn2cnc3c2c(=O)n(C)c(=O)n3C)cc1	2%	1%
33	O=C(CCCn1c(=O)c2cccn2c2ccccc21)Nc1cc(C(F)(F)F)ccc1Cl	4%	-2%[57.5 µM]
34	O=C(N/N=C/c1ccccc1C(F)(F)F)C1CC1	-2%	-5%
35	Cc1cccc(C(=O)Nc2nnc(S(=O)(=O)N(C)c3ccccc3C)s2)c1	53%[activator]	1%[57.5 µM]
36	CC(NC(=O)/C=C/c1cccnc1)c1ccc(C(F)(F)F)cc1 (centres undefined)	2%	4%
37	Cc1ccccc1-c1nnc(SCC(=O)N2CCCCC2)o1	-29%	1%
38	Cc1oc(-c2ccc(C(=O)NCc3cccnc3)cc2)nc1CS(=O)c1ccccc1 (centres undefined)	-11%	10%
39	O=C(O)CCC(CNS(=O)(=O)c1ccc(Cl)cc1)C(F)(F)F (centres undefined)	2%	1%
40	CCCc1cc(=O)[nH]c(Nc2ccc(C(=O)O)cc2)n1	32%[activator]	7%
41	Cc1ccc(Nc2c(-c3ccc(N4CCOCC4)cc3)nc3ccc(Cl)cn23)cc1	10%	0%
42	COc1ccc(CCNC(=O)Cn2c(=O)cc(C(F)(F)F)c3c(C)nn(C)c32)c(OC)c1	4%	12%
43	CCOC(=O)c1cc2cc(NC(=O)c3ccc4c(c3)NC(=O)CS4)ccc2s1	17%	4%
44	O=C(NCCc1csc(-c2ccc(Cl)cc2)n1)c1cccs1	?	0%
45	OCCNc1ncnc2c1cnn2-c1ccccc1Cl	4%	6%

# Quoted from the entries so far, 6 compounds:
cpd	Compound	AID inh	UDG counterscr
40	CCCc1cc(=O)[nH]c(Nc2ccc(C(=O)O)cc2)n1	32%[activator]	7%
41	Cc1ccc(Nc2c(-c3ccc(N4CCOCC4)cc3)nc3ccc(Cl)cn23)cc1	10%	0%
42	COc1ccc(CCNC(=O)Cn2c(=O)cc(C(F)(F)F)c3c(C)nn(C)c32)c(OC)c1	4%	12%
43	CCOC(=O)c1cc2cc(NC(=O)c3ccc4c(c3)NC(=O)CS4)ccc2s1	17%	4%
44	O=C(NCCc1csc(-c2ccc(Cl)cc2)n1)c1cccs1	?	0%
45	OCCNc1ncnc2c1cnn2-c1ccccc1Cl	4%	6%

# (continued)
No.	compound	AID inh	UDG counterscr
46	CC(C)C(NC(=O)Cc1ccc2ccccc2c1)C(=O)O (centres undefined)	-2%	2%
47	O=C(COc1ccc([N+](=O)[O-])cc1Cl)Nc1ccc2c(c1)CCC2	0%	-5%
48	CCC(Sc1nc2nccnc2c(=O)n1Cc1ccc(OC)cc1)C(=O)Nc1ccc(OC)cc1 (centres undefined)	-12%	7%
49	Cc1ccc2nc(-c3cccc(NC(=O)c4ccc(C#N)cc4F)c3)oc2c1	-6%	-9%
50	Cc1ccc(S(=O)(=O)/C(C#N)=C/c2c(C)[nH]c3ccccc23)cc1	-2%	-10%
51	COc1ccc(S(=O)(=O)N(CC(=O)Nc2cccc(C)c2)c2ccc(C)cc2)cc1OC	-10%	-8%
52	Cc1c(Cl)cccc1NC(=O)CC(O)(c1nccn1C)C(F)(F)F (centres undefined)	-10%	-8%
53	CC1=C(C(=O)Nc2ccccc2)C(c2ccccc2)NC(=S)N1 (centres undefined)	5%	3%
54	Cc1ccc(C2CC(=O)n3nc(-c4ccc(Cl)cc4)nc3S2)cc1 (centres undefined)	1%	5%
55	CCOC(=O)c1ccc(NC(=O)C2=C(C)C(=O)OC23CCCCCC3)cc1	12%	?
56	Cc1ccc(CSc2nc3cccnc3n2Cc2ccc(C(=O)NC3CC3)cc2)cc1	3%	5%[57.5 µM]
57	N#CCc1ccc(NC(=O)CCC(=O)c2ccc3c(c2)CCC3)cc1	7%	6%
58	Cc1cccc(CNC(=O)c2ccc(Cn3c(SCc4cccc(F)c4)nc4cccnc43)cc2)c1	18%	-10%[57.5 µM]
59	CCCCN(CC)C(=O)Cn1nc(C)c2c(C)n(-c3ccccc3)nc2c1=O	6%	-8%
60	Cc1ccc(C)c(CNC(=O)c2ccc3c(c2)nc2n3CCOC2)c1	6%	21%

# The results go on:
No.	compound	AID inh	UDG counterscr
61	CCc1ccc(NC(=O)CC2C(=O)N(c3ccccc3)C(=O)N2C(C)C)cc1 (centres undefined)	5%	3%[57.5 µM]
62	CC(C)c1ccc2[nH]c(C(C)(C)C)c(C=O)c2c1	2%	-5%
63	CCOC(=O)c1cc(-c2ccc(OC)cc2)n(CCC(=O)Nc2cccc(C(C)=O)c2)c1C	8%	5%[57.5 µM]
64	COc1ccc(N2CCN(c3ncnc4c3cnn4-c3ccc(C)c(Cl)c3)CC2)cc1	41%[activator]	23%
65	COC(=O)c1scc(-c2ccc(C)cc2)c1S(=O)(=O)Nc1cc(Cl)c(OC)cc1OC	6%	-17%
66	COC(=O)c1ccccc1NC(=O)C1CCCN(C(=O)c2cnn(-c3ccc(F)cc3)c2-n2cccc2)C1 (centres undefined)	-6%	1%
67	CCOc1ccccc1NC(=O)CSc1nc2cc(OC)c(OC)cc2c2nc(-c3ccccc3)nn12	-28%	-6%
68	CC(=O)c1c(C)[nH]c(C(=O)CSc2ccc(Br)cc2)c1C	-7%	3%
69	Cc1cc(C)c(NC(=O)CSc2nnc(-c3ccc(F)cc3)n2N)c(C)c1	-10%	-4%
70	CCNC(=O)CNC(=O)Cn1c(C)cc2ccccc21	-7%	-8%
71	COc1ccc(Cl)cc1Nc1ncnc2c1nc1n2CCCC1	4%	1%
72	CCOc1ccc(S(=O)(=O)N(CC(=O)NCCSCc2ccccc2)c2ccccc2)cc1	18%	4%
73	CCOc1ccc(/C=C/c2nc(C#N)c(NCc3ccc(OC)cc3)o2)cc1	-7%&-4%	-3%&4%
74	CCOC(=O)c1scc(-c2ccc(C)cc2)c1S(=O)(=O)Nc1cc(Cl)ccc1OC	3%	15%
75	CCOC(=O)CNCc1ccc(F)cc1	2%	-3%

# Additional records.
No.	compound	AID inh	UDG counterscr
76	COc1cc2ccccc2cc1C(=O)Nc1ccccc1N1CCN(C(C)=O)CC1	-10%	-7%
77	CCOc1ccc(N2C(=O)c3c(C(=O)OC)ncn3CC2(C)C(=O)NC2CCCCCC2)cc1 (centres undefined)	-5%	8%
78	CCCCn1c(=O)[nH]c(=O)c2c1nc(CCC(=O)Nc1cccc(C)c1C)n2CC(C)C	-1%	1%
79	N#Cc1ccccc1Sc1ccccc1C(=O)NC1CCCc2ccccc21 (centres undefined)	-12%	-6%
80	COc1ccc(C)c2sc(N(Cc3cccnc3)C(=O)C3CCCCC3)nc12	5%	-4%
81	CCCOc1ccc(C2C(=O)N(C3CCCCC3)CC(=O)N2CCc2ccccc2)cc1OC (centres undefined)	-5%	9%
82	CCN(CC(O)COc1ccc(C(C)(C)c2ccccc2)cc1)C12CC3CC(CC(C3)C1)C2 (centres undefined)	-6%	-10%
83	Cc1ccc(-n2ncc3c(NC4CCCC4)ncnc32)cc1	-10%&0%	-3%&20%
84	CC(NC(=O)c1cc(-c2ccc(Cl)cc2)on1)c1ccccc1 (centres undefined)	22%	?
85	O=C(CCOc1ccccc1)N(Cc1cccnc1)c1nc2c(F)cc(F)cc2s1	-29%	-4%
86	CCCCCCCNCc1sccc1C	-4%	0%
87	CC(Cc1ccco1)NC(=O)CCc1nc(C(C)(C)C)no1 (centres undefined)	4%	7%
88	CCC(C)Nc1ncnc2c1cnn2-c1ccc(F)cc1 (centres undefined)	13%	34%[activator]
89	C=CCNC(=S)Nc1ccc(SC(F)F)cc1	-2%	-7%
90	Cn1cc(C2c3ccccc3C(=O)N2CC(N)=O)c2ccccc21 (centres undefined)	-2%	1%

# (list continues)
No.	compound	AID inh	UDG counterscr
91	C=CCN(Cc1ccccc1F)C(=O)c1nn(CC)c(=O)c2ccccc12	-9%	-6%
92	O=C(O)C1(c2ccccc2)CC1c1ccccc1 (centres undefined)	0%	6%
93	O=C(CN1CCCC1c1ccc2c(c1)OCCCO2)Nc1c(F)cccc1F (centres undefined)	-1%	0%
94	CCOc1ccc(NC(=O)C2CCCN(c3nnc(C)c4c(C)n(-c5ccccc5)nc34)C2)cc1 (centres undefined)	0%	-7%
95	COc1ccc(Br)cc1CNCc1c(C(=O)O)c(C)n(Cc2ccccc2C)c1C	-5%	2%
96	COCCn1c(CNC(=O)c2ccc(C)cc2)nc2cccnc21	13%	-3%
97	Cc1ccc(C)c(N2CCN(C(=O)C3CCN(Cc4nc(-c5cccc(Cl)c5)oc4C)CC3)CC2)c1	32%[activator]	89µM*
98	COc1ccc2[nH]c(C(=O)NCc3ccccc3)c(C)c2c1	9%	3%
99	COC(=O)c1ccc(NS(=O)(=O)c2ccc3[nH]c4c(c3c2)CCCCC4)cc1	17%	9%
100	COc1ccc(C(C)=O)c(OCc2ccc(C#N)cc2)c1	-3%	6%
101	COC(=O)Nc1nc2ccc(C(=O)c3cccs3)cc2[nH]1	1%	-3%
102	COc1cccc(NS(=O)(=O)c2ccc3[nH]cc(C(=O)NC(C)c4ccccc4)c(=O)c3c2)c1 (centres undefined)	-6%	3%
103	CCOC(=O)c1cnc2ccc(OC)cc2c1Nc1ccccc1OC	-12%	7%
104	CC(C)c1cnc2c(c1SCc1ccc([N+](=O)[O-])cc1)c(=O)n(C)c(=O)n2C	-8%	-1%[57.5 µM]

# Marked active in AID inh (from the list above):
no.	Structure	AID inh
19	Cc1cccc(Cn2c(=O)n3nc(-c4ccccc4)nc3c3ccccc32)c1	79µM*

# This is a subset; rates above refer to the full screens.
